From PubChem BioAssay
CHO-K1 Ca antag: nonselective inhibitor or artifact in parental CHO-K1 cells. 360,000 compounds, 0.6% hits. ATP-induced calcium, Fluo-8 fluorescence. inhibition, % at 3 µM;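 active = inhibition above a per-plate cutoff, the plate's mean sample inhibition plus 3 SD, cut at about 24% in these data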;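 also: 0% = DMSO plus EC80 ATP and 100% = DMSO alone without ATP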
V1R ag counter: V1a receptor agonism, counter-screen for OXTR agonists. P37288. CHO-V1R cells, Fluo-8 calcium fluorescence, agonist mode; 0% DMSO, 100% 3 nM vasopressin. activation, % at 3 µM. 320,000 compounds, 0.25% hits. AID 2797;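 active = activation above the mean activation of all tested compounds plus 3 SD, per screening run, cut at about 20% in these data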;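 also: signal is peak over basal fluorescence ratio across a 100 second FLIPR read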
Target sequence (P37288 whole entry, looked up): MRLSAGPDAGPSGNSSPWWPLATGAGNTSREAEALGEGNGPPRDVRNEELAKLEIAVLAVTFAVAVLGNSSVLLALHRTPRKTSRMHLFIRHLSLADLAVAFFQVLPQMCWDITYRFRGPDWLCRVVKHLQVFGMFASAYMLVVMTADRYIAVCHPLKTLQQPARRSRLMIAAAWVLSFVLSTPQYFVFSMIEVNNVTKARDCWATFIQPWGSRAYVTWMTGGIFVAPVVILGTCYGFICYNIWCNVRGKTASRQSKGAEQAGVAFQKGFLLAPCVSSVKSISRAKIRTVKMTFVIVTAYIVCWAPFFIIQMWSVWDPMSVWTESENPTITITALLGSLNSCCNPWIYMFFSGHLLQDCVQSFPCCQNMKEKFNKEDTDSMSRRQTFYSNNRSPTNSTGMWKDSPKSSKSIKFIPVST
TAAR1 antagonist: human TAAR1 antagonism; Q96RJ0; CHO RD-HGA16 TAAR1, Fluo-8 calcium fluorescence, antagonist; inhibition, % at 3 µM; 360,000 compounds, 1.5% hits; AID 624466;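 active = inhibition above a per-plate cutoff, the mean inhibition of test compounds on that plate plus 3 SD, cut at about 49% in these data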;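 also: 0% = DMSO plus EC80 beta-PEA response and 100% = DMSO alone without agonist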
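Material: RD-HGA16 CHO cells with stable hTAAR1 and Gα16; Dosing: single nominal final test compound concentration of 3 µM; Schedule: seeding 17-24 h prior, 75-min 37 °C, 30-min RT dye loading; Detection: kinetic Fluo-8 calcium fluorescence measurement; Measure: % inhibition from peak post-agonist over basal fluorescence ratio; Benchmarks: vehicle and agonist controls.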
M1 ag parental: nonselective activator or artifact in parental CHO-K1 cells | 360,000 compounds, 0.48% hits | AID 602248 | Fluo-8 calcium fluorescence; scaled to maximal ATP response, vehicle zero | activation, % at 3 µM; in the data active = activation above about 15%;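 also: untransfected CHO-K1 host cells lacking M1 receptor as counterscreen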
CHO-K1 Ca PAM: nonselective activator or artifact in parental CHO-K1 calcium assay. ATP EC20, Fluo-8 calcium fluorescence; 0% at ATP EC20, 100% at ATP max. activation, % at 3 µM. 360,000 compounds, 0.02% hits;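 active = activation above the run cutoff, the mean activation of all test compounds plus 3 SD, cut at about 40% in these data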;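 also: peak over basal fluorescence ratio in a 140 s read after ATP addition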
OXTR potentiator: human OXTR potentiation | CHO-OTR cells, Fluo-8 calcium fluorescence, potentiator mode; 0% = oxytocin EC15, 100% = EC100 | AID 2445 | 320,000 compounds, 0.061% hits | activation, % at 3 µM;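 active = activation above that plate's cutoff, the mean activation of tested compounds plus 3 SD, cut at about 6.6% in these data, passing the limit was not always enough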;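 also: 100% uses oxytocin at 75 nM as the full agonist control; some results filed as inactive read as strong as hits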
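System: human OTR in CHO cells / Also added: sub-maximal oxytocin, roughly EC15 / Control set: EC15 oxytocin low, 75 nM oxytocin high / Schedule: 6 min compound pre-incubation at room temperature, 100 s kinetic read / Compound: single-point 3.0 µM / Replication: singlicate / Technique: Fluo-8 calcium dye fluorescence / Read-out basis: % activation of max/min ratio relative to oxytocin controls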
CHO parental Ca: counter-screen for OX1R antagonists: effect in parental CHO cells. parental CHO-K1, ATP-induced calcium, Fluo-8 fluorescence. inhibition, % at 5.6 µM. 330,000 compounds, 0.63% hits. AID 463079;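 active = inhibition above that plate's mean sample inhibition plus 3 SD, cut at about 26% in these data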;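 also: 0% = ATP-challenged DMSO wells and 100% = DMSO wells without ATP; some compounds past the cut are filed as inactive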
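Material – parental CHO cells · Reagent – ATP stimulus · Compound – single nominal dose of 5.6 µM per compound · Detection – Fluo-8 fluorescence · Read-out basis – percent inhibition of calcium signal · Controls – ATP-challenged DMSO wells low, unchallenged DMSO wells high · Repeats – no replicates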
TAAR1 agonist: agonists of human TAAR1 | CHO RD-HGA16 TAAR1, Fluo-8 calcium fluorescence; vehicle wells 0%, saturating PEA agonist 100% | activation, % at 3 µM | 360,000 compounds, 0.99% hits | AID 624467;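 active = activation above the mean activation of all test compounds in the run plus 3 SD, cut at about 38% in these data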
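Benchmarks: low control DMSO, high control PEA (EC100); System: CHO RD-HGA16 cells carrying human TAAR1 plus Gα16; Detection: Fluo-8 fluorescence, 5 s baseline then 140 s kinetic read; Schedule: 17-24 h plating, Fluo-8 75 min 37 °C, 30 min RT; Read-out basis: % activation from peak over basal fluorescence ratio, DMSO-to-PEA scaled.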
CHRM1 agonist: human M1 muscarinic receptor agonism | activation, % at 3 µM | AID 588814 | 360,000 compounds, 0.33% hits | P11229 | CHO-K1 hM1, Fluo-8 calcium fluorescence, agonist mode; 0% DMSO, 100% acetylcholine EC100;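 active = activation above the run's mean compound activation plus 3 SD, cut at about 16% in these data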;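 also: peak over basal fluorescence ratio within a 140 s kinetic read after compound addition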
Target sequence (P11229 whole entry, looked up): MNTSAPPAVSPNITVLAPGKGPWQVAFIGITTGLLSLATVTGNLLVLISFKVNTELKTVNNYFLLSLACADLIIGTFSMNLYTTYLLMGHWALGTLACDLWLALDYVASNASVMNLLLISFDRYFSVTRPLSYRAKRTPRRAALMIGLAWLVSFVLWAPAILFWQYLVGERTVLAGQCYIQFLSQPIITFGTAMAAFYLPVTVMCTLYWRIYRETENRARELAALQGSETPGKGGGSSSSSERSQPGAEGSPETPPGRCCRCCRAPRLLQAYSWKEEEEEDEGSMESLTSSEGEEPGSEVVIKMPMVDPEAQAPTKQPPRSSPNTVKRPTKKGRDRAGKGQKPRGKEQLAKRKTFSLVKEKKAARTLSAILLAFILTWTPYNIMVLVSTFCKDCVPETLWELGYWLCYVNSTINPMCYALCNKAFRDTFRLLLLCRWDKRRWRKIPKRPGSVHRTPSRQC
* hit, by the source's call.

`O=C(c1ccc(F)cc1)N1CCCC(C(=O)N2CCN(c3ccccc3)CC2)C1` (centres undefined) gave CHO-K1 Ca antag -10, V1R ag counter -2.5, TAAR1 antagonist -5, M1 ag parental 0.8, CHO-K1 Ca PAM 16, OXTR potentiator -8, CHO parental Ca -14, TAAR1 agonist -1 and CHRM1 agonist -3.
`CCOc1ccc(OCCOC(=O)CN2C(=O)NC3(CCCC3)C2=O)cc1` gave CHO-K1 Ca antag -5, V1R ag counter 0.1, TAAR1 antagonist -16, M1 ag parental -0.2, CHO-K1 Ca PAM 8, OXTR potentiator -1, CHO parental Ca -8, TAAR1 agonist -2 and CHRM1 agonist -3.
`COc1ccc(N2C(=O)C(C)C(Cc3ccc(C)cc3)C2=O)cc1` (centres undefined) gave CHO-K1 Ca antag 4, V1R ag counter 2.2, TAAR1 antagonist 4, M1 ag parental 1.3, CHO-K1 Ca PAM -11, OXTR potentiator -11, CHO parental Ca -13, TAAR1 agonist 2 and CHRM1 agonist -3.
For CCCCC(CC)CNC(=O)c1cccs1 (centres undefined) the results were CHO-K1 Ca antag 7, V1R ag counter -0.9, TAAR1 antagonist -12, M1 ag parental 1.1, CHO-K1 Ca PAM 8, OXTR potentiator 1, CHO parental Ca -21, TAAR1 agonist 2 and CHRM1 agonist -8.
CCN(CC)c1ccc(/C=N/NC(=O)c2ccc3c(c2)OCCO3)cc1 was read as CHO-K1 Ca antag -8, TAAR1 antagonist 9, M1 ag parental 2.3, CHO-K1 Ca PAM 7, TAAR1 agonist 0 and CHRM1 agonist -1.
`Cc1cccc(Cn2cnc3c(NS(C)(=O)=O)c(C)c(C)cc32)c1` gave CHO-K1 Ca antag 0, V1R ag counter 3.5, TAAR1 antagonist 9, M1 ag parental 0.7, CHO-K1 Ca PAM -4, OXTR potentiator -14, CHO parental Ca -14, TAAR1 agonist 14 and CHRM1 agonist 1.
Screening Cc1ccc(NC(=O)c2cc(Cl)nc3ccccc23)cc1 returned CHO-K1 Ca antag -4, V1R ag counter -0.7, TAAR1 antagonist 10, M1 ag parental 0.4, CHO-K1 Ca PAM 11, OXTR potentiator -5, CHO parental Ca -17, TAAR1 agonist 4 and CHRM1 agonist -7.
For C=CCN1C(=O)/C(=C2/Sc3ccc(OC)cc3N2CC)SC1=S the results were CHO-K1 Ca antag -5, V1R ag counter 0.2, TAAR1 antagonist -4, M1 ag parental 0.4, CHO-K1 Ca PAM 7, OXTR potentiator -10, CHO parental Ca -3, TAAR1 agonist 1 and CHRM1 agonist 0.
For Cc1ccc2c(c1)NC(=O)C(CC(=O)N(C)Cc1ccccc1)O2 (centres undefined) the results were CHO-K1 Ca antag 11, V1R ag counter -1.1, TAAR1 antagonist -17, M1 ag parental 0.0, CHO-K1 Ca PAM -5, OXTR potentiator -6, CHO parental Ca -23, TAAR1 agonist 0 and CHRM1 agonist -11.
For COc1ccc(C(=O)Nc2ccc3c(c2)nc(CCNC(=O)c2ccco2)n3C)cc1 the results were CHO-K1 Ca antag -9, V1R ag counter 1.8, TAAR1 antagonist -3, M1 ag parental 0.9, CHO-K1 Ca PAM 1, OXTR potentiator -2, CHO parental Ca -8, TAAR1 agonist 1 and CHRM1 agonist -1.
Screening Cc1cccc(C)c1NC(=O)CN1CCN(C(=O)c2ccc(OCc3cn4ccccc4n3)cc2)CC1 returned CHO-K1 Ca antag -3, V1R ag counter 0.7, TAAR1 antagonist -12, M1 ag parental 0.2, CHO-K1 Ca PAM 4, OXTR potentiator 1, CHO parental Ca -23, TAAR1 agonist 1 and CHRM1 agonist -4.
Screening O=C(O)c1cc(-c2c[nH]c3ccccc23)nc2ccc3ccccc3c12 returned CHO-K1 Ca antag 11, V1R ag counter -0.4, TAAR1 antagonist -8, M1 ag parental -0.7, CHO-K1 Ca PAM -6, OXTR potentiator -9, CHO parental Ca 1, TAAR1 agonist 10 and CHRM1 agonist -4.
CC(=O)C1=C(C)NC(=O)NC1/C=C/c1ccccc1 (centres undefined) was read as CHO-K1 Ca antag -19, V1R ag counter 0.3, TAAR1 antagonist 13, M1 ag parental 1.1, CHO-K1 Ca PAM 20, OXTR potentiator -1, CHO parental Ca -9, TAAR1 agonist 1 and CHRM1 agonist -2.
For Cc1cccc(NC(=O)CSc2nnnn2C)n1 the results were CHO-K1 Ca antag -4, V1R ag counter 2.1, TAAR1 antagonist -5, M1 ag parental 0.3, CHO-K1 Ca PAM 10, OXTR potentiator -1, CHO parental Ca -4, TAAR1 agonist 8 and CHRM1 agonist -3.
`CCOC(=O)C1C(=O)CC(C)(O)C(C(=O)OCC)C1c1ccccc1OC` (centres undefined) gave CHO-K1 Ca antag -25, V1R ag counter -0.6, TAAR1 antagonist 10, M1 ag parental 1.3, CHO-K1 Ca PAM 15, OXTR potentiator -4, CHO parental Ca -7, TAAR1 agonist 5 and CHRM1 agonist 0.
`C[C@H](O)[C@@H]1C(=O)N2CCc3ccc(N4CCN(C)CC4)cc3[C@@H]2C[C@@H]1N(C)C(=O)c1ccc(C#N)cc1` gave CHO-K1 Ca antag -7, TAAR1 antagonist -11, M1 ag parental 0.2, CHO-K1 Ca PAM 7, TAAR1 agonist 0 and CHRM1 agonist -11.
Screening Cc1ccccc1NC(=O)Nc1nnc(Cc2ccc([N+](=O)[O-])cc2)s1 returned CHO-K1 Ca antag -5, V1R ag counter 4.6, TAAR1 antagonist -16, M1 ag parental 1.6, CHO-K1 Ca PAM 8, OXTR potentiator -15, CHO parental Ca -6, TAAR1 agonist 6 and CHRM1 agonist -3.
COC(=O)c1cn(CC(=O)Nc2ccccc2C)c2ccccc12 was read as CHO-K1 Ca antag -2, V1R ag counter 0.3, TAAR1 antagonist -3, M1 ag parental -0.2, CHO-K1 Ca PAM -11, OXTR potentiator 1, CHO parental Ca -11, TAAR1 agonist 2 and CHRM1 agonist -1.
O=C(COc1ccc(Br)cc1Cl)NC(=O)NC1CCCC1 was read as CHO-K1 Ca antag -9, V1R ag counter -0.1, TAAR1 antagonist -16, M1 ag parental -0.6, CHO-K1 Ca PAM 10, OXTR potentiator -8, CHO parental Ca -7, TAAR1 agonist 1 and CHRM1 agonist -5.
Screening COc1ccc(C(=O)CC(c2ccccc2)C2CCCCC2=O)cc1 (centres undefined) returned CHO-K1 Ca antag 0, V1R ag counter -0.8, TAAR1 antagonist -25, M1 ag parental 0.1, CHO-K1 Ca PAM 2, OXTR potentiator -6, CHO parental Ca -25, TAAR1 agonist 10 and CHRM1 agonist -7.
For COc1ccc(NC(C#N)c2ccccc2OCc2ccccc2)cc1 (centres undefined) the results were CHO-K1 Ca antag 0, V1R ag counter -0.7, TAAR1 antagonist -7, M1 ag parental 0.5, CHO-K1 Ca PAM 5, OXTR potentiator -12, CHO parental Ca 8, TAAR1 agonist -2 and CHRM1 agonist -5.
`COc1ccc(N2C(=O)C(Cl)=C(N3CCOCC3)C2=O)cc1` gave CHO-K1 Ca antag -1, V1R ag counter 0.5, TAAR1 antagonist 6, M1 ag parental 0.5, CHO-K1 Ca PAM 14, OXTR potentiator -6, CHO parental Ca -9, TAAR1 agonist 0 and CHRM1 agonist -2.
For CC(C)CCNC(=O)C(c1ccncc1)N(C(=O)Cn1nnc(-c2ccc(F)cc2)n1)c1ccccc1F (centres undefined) the results were CHO-K1 Ca antag 2, V1R ag counter -1.0, TAAR1 antagonist -19, M1 ag parental 0.1, CHO-K1 Ca PAM 6, OXTR potentiator -7, CHO parental Ca -33, TAAR1 agonist 1 and CHRM1 agonist -8.
Cc1onc(-c2ccccc2)c1C(=O)N1CCCC1 was read as CHO-K1 Ca antag -4, V1R ag counter 0.2, TAAR1 antagonist -5, M1 ag parental 1.9, CHO-K1 Ca PAM 15, OXTR potentiator -4, CHO parental Ca -8, TAAR1 agonist 0 and CHRM1 agonist -3.
Screening Cc1nnc(SC(C(=O)Nc2cc(Cl)cc(Cl)c2)c2ccccc2)[nH]c1=O (centres undefined) returned CHO-K1 Ca antag -9, V1R ag counter -0.7, TAAR1 antagonist -20, M1 ag parental 0.3, CHO-K1 Ca PAM 9, OXTR potentiator 0, CHO parental Ca -18, TAAR1 agonist 2 and CHRM1 agonist 2.
CC1CN(c2nc3ccccc3nc2SCC(=O)Nc2ccc(F)cc2)CC(C)O1 (centres undefined) was read as CHO-K1 Ca antag -8, V1R ag counter -0.4, TAAR1 antagonist 20, M1 ag parental 1.3, CHO-K1 Ca PAM 17, OXTR potentiator -5, CHO parental Ca -18, TAAR1 agonist 0 and CHRM1 agonist -7.
`O=C(NNC(=O)c1ccc2c(=O)n3c(nc2c1)CCC3)c1cccc(Cl)c1` gave CHO-K1 Ca antag -3, V1R ag counter 0.1, TAAR1 antagonist 10, M1 ag parental 0.3, CHO-K1 Ca PAM -19, OXTR potentiator -10, CHO parental Ca -7, TAAR1 agonist 1 and CHRM1 agonist -2.
OC[C@@H]1CN(Cc2cccs2)C[C@H](n2cnc3c(N4CCOCC4)ncnc32)O1 was read as CHO-K1 Ca antag -5, TAAR1 antagonist -11, M1 ag parental 1.2, CHO-K1 Ca PAM 6, TAAR1 agonist 0 and CHRM1 agonist -2.
`COc1ccc(OC)c2c1CCC2=O` gave CHO-K1 Ca antag -6, V1R ag counter 1.1, TAAR1 antagonist -15, M1 ag parental 0.3, CHO-K1 Ca PAM 9, OXTR potentiator -16, CHO parental Ca -11, TAAR1 agonist -2 and CHRM1 agonist 1.
Screening O=C(Nc1ccc(C(=O)NC2CCCCC2)cc1)c1cncc(Br)c1 returned CHO-K1 Ca antag 2, V1R ag counter -0.7, TAAR1 antagonist -9, M1 ag parental 1.2, CHO-K1 Ca PAM -5, OXTR potentiator -5, CHO parental Ca -8, TAAR1 agonist 8 and CHRM1 agonist 0.
Screening CCc1ccc(NC(=O)CC2C(=O)NCCN2C(=O)c2ccccc2OC)cc1 (centres undefined) returned CHO-K1 Ca antag -1, V1R ag counter -0.6, TAAR1 antagonist 7, M1 ag parental 0.8, CHO-K1 Ca PAM -14, OXTR potentiator 0, CHO parental Ca 5, TAAR1 agonist 0 and CHRM1 agonist -2.
CCOC(=O)N1CCC(=NNc2ncc(C(F)(F)F)cc2Cl)CC1 was read as CHO-K1 Ca antag -1, V1R ag counter -0.3, TAAR1 antagonist -9, M1 ag parental -0.3, CHO-K1 Ca PAM -6, OXTR potentiator -5, CHO parental Ca -1, TAAR1 agonist -2 and CHRM1 agonist -8.
